Source: PubChem BioAssay (National Center for Advancing Translational Sciences (NCATS))
RXFP1 antagonist: RXFP1 (human) relaxin receptor antagonism; HEK293-RXFP1, relaxin-stimulated cAMP HTRF, 30 min; active compounds read low; Q9HBX9; activity change, negative = inhibition, % at 57.5 µM; hit rate 0.59% among 350,000;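 active = activity change of -60% or lower, but not beyond a set lower limit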; note: % is set by controls: 0 for no effect and ±100 for the full control effect
D2 PAM: D2 dopamine receptor (human) potentiation | P14416 | HEK293 T-REx D2, calcium flux, EC20 dopamine potentiation | potentiation, % at 10 µM | hit rate 0.34% among 340,000;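 active = potentiation over 3 SD above the plate norm, cut at about 30% in these data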; note: 0% is about no effect
Target sequence (P14416 whole entry, looked up): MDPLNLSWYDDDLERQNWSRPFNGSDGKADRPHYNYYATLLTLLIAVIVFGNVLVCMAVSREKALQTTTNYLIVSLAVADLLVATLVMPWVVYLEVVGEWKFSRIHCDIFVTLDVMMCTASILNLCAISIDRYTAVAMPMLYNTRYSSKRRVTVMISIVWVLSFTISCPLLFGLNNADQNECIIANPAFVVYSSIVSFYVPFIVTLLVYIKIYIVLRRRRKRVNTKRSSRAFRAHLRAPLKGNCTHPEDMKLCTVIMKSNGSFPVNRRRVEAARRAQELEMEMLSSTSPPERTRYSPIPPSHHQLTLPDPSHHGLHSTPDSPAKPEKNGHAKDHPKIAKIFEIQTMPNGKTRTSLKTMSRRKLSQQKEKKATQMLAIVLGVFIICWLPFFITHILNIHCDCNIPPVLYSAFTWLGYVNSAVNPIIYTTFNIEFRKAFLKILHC
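Primary screen. Calcium kinetics in induced HEK293 T-REx D2 cells: compound pre-addition 180 s, EC20 dopamine, 180 s more.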
D1 ag: agonists of human D1 dopamine receptor; P21728; HEK293 T-REx D1 cells, calcium flux, agonist mode; activation, % at 2 µM; hit rate 1% among 360,000; in the data active = activation above about 30%; note: 0% is about no effect
Target sequence (P21728 whole entry, looked up): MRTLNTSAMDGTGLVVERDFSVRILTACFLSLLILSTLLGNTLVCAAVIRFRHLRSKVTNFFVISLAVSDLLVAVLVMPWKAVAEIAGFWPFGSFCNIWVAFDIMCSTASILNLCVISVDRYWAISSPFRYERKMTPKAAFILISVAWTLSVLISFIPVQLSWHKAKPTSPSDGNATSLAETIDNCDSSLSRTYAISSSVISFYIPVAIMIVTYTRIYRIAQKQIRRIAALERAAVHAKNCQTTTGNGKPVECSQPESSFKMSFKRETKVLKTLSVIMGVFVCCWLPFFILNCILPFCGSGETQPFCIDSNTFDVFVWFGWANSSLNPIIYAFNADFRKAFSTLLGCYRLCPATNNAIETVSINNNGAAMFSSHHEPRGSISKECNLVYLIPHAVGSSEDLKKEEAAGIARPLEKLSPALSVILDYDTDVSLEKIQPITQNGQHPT
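Tetracycline-induced HEK293 TREx D1 cells, force-coupled to calcium signalling, were dye-loaded with a no-wash calcium kit. Compound was pin-added after a 10 s baseline. Fluorescence was read kinetically at 1 cycle/s for 180 s, with calcium rises flagged as agonism.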
D2 antag: antagonizes the human D2 dopamine receptor. P14416. HEK293 TREx D2 cells, calcium flux, dopamine EC80. inhibition, % at 10 µM. hit rate 2% among 340,000; in the data active = inhibition above about 30%; note: 0% is about no effect
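Cells plated overnight at 30 C with tetracycline; no-wash calcium dye, 30–90 min RT; 10 s baseline; compound pinned; 180 s read; EC80 dopamine added; another 180 s read.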
D1 PAM: potentiators of human D1 dopamine receptor; P21728; HEK293 TREx D1 cells, calcium flux, dopamine EC20 potentiation; potentiation, % at 10 µM; hit rate 0.036% among 360,000; AID 504651; in the data active = potentiation above about 30%; note: 0% is about no effect
D1 antagonist: blocks dopamine activation of the human D1 receptor; activity change, negative = inhibition, % at 10 µM; hit rate 3.2% among 360,000; P21728; HEK293 TREx D1 cells, calcium flux, dopamine EC80; active compounds read low; in the data active = activity change below about -30%; note: % is set by controls: 0 for no effect and ±100 for the full control effect
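Inducible Hek293 Trex D1 cells (tetracycline, overnight, 30 C). Calcium dye 30–90 min RT. Antagonist mode: EC80 dopamine added after 180 s compound read.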
TRHR PAM: TRH receptor (human) allosteric enhancement. P34981. TRHR cells, fluo-8 calcium fluorescence, EC20 TRH enhancement. enhancement, % at 2 µM. hit rate 0.66% among 360,000. AID 493056; in the data active = enhancement above about 30%; note: 0% is about no effect
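Enhancer read-out: after compound pinning and an initial kinetic agonist-mode read, an EC20 of TRH (10 nM final) was injected and fluo-8 calcium signal (Ex 480/Em 530) followed at 1 s/cycle for 100 cycles in TRHR-expressing cells.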
RXFP1 agonist: agonists of human relaxin receptor RXFP1; Q9HBX9; HEK293T-RXFP1 cAMP TR-FRET, 30 min; response scale: percent of porcine relaxin response, buffer zero; Potency, µM (doses to about 57.5 µM), for the others: at the highest dose activation, most hits filed as activators; hit rate 0.3% among 370,000; AID 2676; active = well fitted activation curve with a large enough effect; note: potency is the fitted concentration of half-maximal effect; % is set by controls: 0 for no effect and ±100 for the full control effect; nearly all actives have a fitted effect of over 60% in size; many of its hits are not listed in these tables
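Agonist response is measured as cAMP accumulation in an RXFP1-transfected HEK293T line under PDE4 inhibition. Values are scaled between buffer-only and 29 nM porcine relaxin, and EC50s come from standard Hill equation fits.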
D2 ag: D2 dopamine receptor (human) agonism. HEK293 T-REx D2 cells, calcium flux agonist mode. activation, % at 2 µM. hit rate 0.53% among 340,000;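 active = activation over 3 SD above normal in the single-dose calcium agonist read, cut at about 30% in these data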; note: 0% is about no effect
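Tetracycline-induced HEK293 T-REx cells with force-coupled D2 receptor, plated overnight at 30 C, loaded with no-wash calcium dye. After a 10 s baseline, compound was pin-added and calcium flux read kinetically for 180 s; calcium rises flagged agonists.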
An asterisk follows results filed as active; . = not tested or not shown; & = joins results of further samples. An excerpt. The share of hits here may be higher or lower than overall.

Fields: RXFP1 antagonist, D2 PAM, D1 ag, D2 antag, D1 PAM, D1 antagonist, TRHR PAM, RXFP1 agonist, D2 ag
CCOC(=O)CCSc1nc(-c2ccc3c(c2)OCO3)cc(C(F)(F)F)c1C#N
→ 13, 3, 7, -4, 5, 14, -8, -3.2%, 0.0
COc1ccc(C(=O)NCC(=O)NC2=NCCS2)cc1
→ 3, -3, 2, -13, 5, 31, 1, -0.4%, 0.0
CCn1c(=O)c(C(C)=O)c(O)c2ccccc21
→ 18, 3, 1, -2, 7, -3, 13, -0.3%, -3.1
CC(=O)Nc1ccc(NC(=O)CS(=O)(=O)c2cn(CC(=O)N3CCCC3)c3ccccc23)cc1
→ -16, 5, 2, -11, 2, 0, 1, 2.6%, 0.5
O=C(COc1ccc(-c2nnco2)cc1)NCc1ccccc1Cl
→ -6, 8, 1, -2, 3, -1, -2, 0.3%, 0.1
Nc1nc(N)nc(-c2ccccc2)n1
→ ., 1, 0, 15, -2, -11, 1, -0.4%, 0.6
CC1(C)Cc2nc3oc4c(N(CCO)Cc5ccccc5)ncnc4c3cc2CO1
→ -23, ., 3, -8, -4, 1, 9, 1.5%, 0.6
CCCN1C(=O)C(O)(CC(=O)c2ccc3c(c2)OCCO3)c2ccccc21 (configuration not stated)
→ -4, 2, 8, -7, -4, 5, 3, -0.3%, 1.9
CCOC(=O)C1CCN(C(=O)Nc2ccc(OCc3ccccc3)cc2)CC1
→ -19, 5, 7, -10, -7, -17, 0, -0.5%, -0.7
CCSc1nc2ccccc2[nH]1
→ -1&24, 5, 2&-2, 4, 1&-1, 1&0, -4&6, -0.7%&0.2%, 0.5
CNC(=O)c1ccc(NC(=O)C2CCN(S(=O)(=O)c3cccc(C(F)(F)F)c3)CC2)cc1
→ 2, -2, 4, 30*, ., 9, -5, 1.6%, 1.2
CCCCC(CC)CNC(=O)C(=O)c1ccccc1NC(C)=O (configuration not stated)
→ 10, -4, 1, -7, 2, 2, -4, 0.7%, -1.1
COC(=O)CC1C(=O)NCCN1C(=O)CSc1nnnn1-c1ccc(Cl)cc1 (configuration not stated)
→ -5, 14, 7, -17, 3, 7, 1, 0.9%, -0.7
C[n+]1c(/C=C/c2ccc(O)cc2)ccc2ccccc21
→ -17, 9, 2, -7, -2, -3, -2, 0.4%, -0.2
Cc1ccc(CCNc2ncnc3onc(-c4ccc(F)cc4)c23)cc1
→ -4, -6, 2, ., -7, 4, 10, -1.3%, -0.2
CC(OC(=O)c1ccc(S(=O)(=O)N2CCOCC2)cc1)c1ccccc1 (configuration not stated)
→ -2, -6, 4, -6, -5, -23, -1, -0.4%, 0.2
CCOC(=O)C1=C(C)NC(=O)NC1c1ccc2c(c1)OCO2 (configuration not stated)
→ 3, ., 13, ., -5, 1, -2, -0.1%, .
O=S1(=O)C[C@@H](N2CCOCC2)[C@H](N2CCOCC2)C1
→ 0, 12, 1, -6, -3, -20, 4, -0.3%, -0.6
O=C(Nc1nc2c(s1)CCCC2)c1cccnc1
→ 3, 0, 1, -39, -5, -13, 6, 2.2%, -0.4
COC(=O)c1[nH]c2cccc(OC)c2c1NC(=O)CN(C)CC1OCCO1
→ -4, 7, 1, 2, 7, -12, 0, 0.2%, -0.8
COc1ccc(S(=O)(=O)Nc2ccc(NC(C)=O)cc2)cc1Br
→ -16, -7, 3, 15, 9, -3, -2, 0.8%, -0.5
COC(=O)CC1C(=O)NCCN1Cc1cn(-c2ccc(C)cc2)nc1-c1cccc(C)c1 (configuration not stated)
→ 2, 0, 4, -4, -1, -15, 10, 1.7%, -0.9
CCC(=O)N(Cc1cc2cc(C)c(C)cc2[nH]c1=O)C1CCCCC1
→ 1, 9, 0, -11, 0, 14, 7, -0.2%, -0.2
Cn1nc(C(=O)Oc2cc(=O)n(C)c3ccccc23)c2ccccc2c1=O
→ 11, -4, 1, 3, 12, -3, -4, 3.1%, 0.7
CC(C)C[C@@H]1NC(=O)[C@H](CO)NC(=O)c2cc([N+](=O)[O-])cc(I)c2OCC[C@@H](C(N)=O)NC1=O
→ ., ., -2, ., -3, -19, -7, 2.2%, .
COCCn1c(CNC(=O)c2cc(OC)c(OC)c(OC)c2)nc2cccnc21
→ -4, 11, 2, ., -4, -7, -1, 4.5%, .
Cc1ccc(CCNC(=O)C2CCN(S(=O)(=O)N3CCCC3)CC2)cc1
→ -7, -6, 3, 6, 1, 8, 6, 3.8%, -0.1
COc1ccc(S(=O)(=O)N2CCC(n3c(C)nc4cccnc43)CC2)cc1Cl
→ -9, -1, 15, ., -4, -34*, -2, 0.1%, 5.9
CCOc1ccccc1CNC(=O)c1cnc2sc(N3CCC(C)CC3)nn2c1=O
→ -7, 3, 1, ., 0, 15, 5, 3.5%, -0.3
O=[N+]([O-])c1ccccc1CN1CCN(c2ncccn2)CC1
→ 3, -3, 1, 4, 5, 5, -5, 0.4%, 47*
CC(CO)NCC12CC3CC(CC(C3)C1)C2 (configuration not stated)
→ -8, 7, 3, -9, -5, 8, -3, 0.6%, 0.9
CCOC(=O)N1CCC(N2Cc3cccc(C(=O)NCc4ccc(OC)cc4)c3C2=O)CC1
→ ., 19, 0, -2, 9, -8, -4, -1.9%, 0.9
O=C(c1cc(COc2c(F)cccc2F)on1)N1C[C@H]2CC[C@H]1C2
→ 1, -2, 7, 23, 2, -19, -2, 0.1%, 0.2
O=C1OCCN/C1=C\C(=O)c1ccccc1
→ -19, 3, 8, 4, 1, 0, -2, 1.9%, 0.7
O=C(NCc1ccco1)c1ccccc1O
→ 1, -8, 4, 3, -1, -3, 8, 1.9%, -0.6
CCc1nnc(NC(=O)CSc2nnc(CNc3ccc(OC)cc3)n2C)s1
→ -21, -7, 2, 4, -1, -3, 7, 0.7%, -0.1
C[C@@]12CCC=C[C@H]1[C@H](c1ccc3ccccc3c1)N(Cc1ccccc1)C2=O
→ ., -10, 5, -19, 3, 23, 0, -1.3%, 0.4
Cc1nn(-c2nnc(NC3CCCCC3)nn2)c(C)c1Br
→ -12, -7, 5, -18, 1, 27, 2, 0.0%, 1.2
CCCCn1c(SCC(=O)Nc2ccc(F)cc2)nc2c(sc3ccccc32)c1=O
→ -7, 2, 3, ., -4, -27, 4, 6.6%, 0.5
CCOC(=O)c1c(NC(=O)Cn2nnc(-c3ccc(Cl)cc3)n2)sc(C)c1C
→ 4, -2, -1, -1, 3, 6, 3, 0.9%, 0.2

Of the compounds above, these contain two or more sulfur atoms.
Fields: RXFP1 antagonist, D2 PAM, D1 ag, D2 antag, D1 PAM, D1 antagonist, TRHR PAM, RXFP1 agonist, D2 ag
CCc1nnc(NC(=O)CSc2nnc(CNc3ccc(OC)cc3)n2C)s1
→ -21, -7, 2, 4, -1, -3, 7, 0.7%, -0.1
CCCCn1c(SCC(=O)Nc2ccc(F)cc2)nc2c(sc3ccccc32)c1=O
→ -7, 2, 3, ., -4, -27, 4, 6.6%, 0.5

Structures listed so far that bear a hit mark in D2 antag:
Compound,RXFP1 antagonist,D2 PAM,D1 ag,D2 antag,D1 PAM,D1 antagonist,TRHR PAM,RXFP1 agonist
CNC(=O)c1ccc(NC(=O)C2CCN(S(=O)(=O)c3cccc(C(F)(F)F)c3)CC2)cc1,2,-2,4,30*,.,9,-5,1.6%

The list goes on:
Fields: RXFP1 antagonist, D2 PAM, D1 ag, D2 antag, D1 PAM, D1 antagonist, TRHR PAM, RXFP1 agonist, D2 ag
C=CCOc1cccc(C2c3c(oc4ccccc4c3=O)C(=O)N2c2ccccn2)c1 (configuration not stated)
→ -11, -1, 0, 0, ., -15, -7, 1.3%, -1.4
Cc1ccc(C(=O)Nn2c(O)c(C=C3N=c4ccccc4=N3)sc2=S)cc1
→ -1, -2, 3, -19, 0, -15, -1, -0.1%, -0.2
O=C(NCCCc1nc2ccccc2n1Cc1ccccc1)C1CCCCC1
→ ., -7, -3, ., -2, 0, -10, -1.2%, 0.5
CC(=O)NS(=O)(=O)c1ccc(NC(=O)C(Sc2ccccc2)c2ccccc2)cc1 (configuration not stated)
→ -5, 14, 5, -11, 3, 18, -7, 1.1%, -0.3
O=C1CC(Cc2ccc(Cl)cc2)C(=O)N1c1cc(Cl)ccn1 (configuration not stated)
→ 3, 1, 3, -8, -3, -9, -5, 0.1%, -1.4
O=C1CC(=O)N(CCNc2ncc(C(F)(F)F)cc2Cl)C(=O)N1
→ -14, -12, 9, 17, -5, 3, 6, 0.4%, 0.1
Cc1ccc(-c2nn(CC(=O)N(C)C)c(=O)c3ccccc23)cc1S(=O)(=O)N(C)C
→ 7, 6, 1, 5, -5, -4, 8, 1.7%, 0.4
CCC(=O)N1CCc2cc(Br)cc(S(=O)(=O)NCCCN(C)Cc3ccccc3)c21
→ 13, ., -1, -2, -6, -18, 2, 0.0%, 1.4
Cc1cccc(CN2CCN(CC(=O)NCCCN3CCN(c4ccc(F)cc4)CC3)C2=O)c1
→ 5, -17, 5, -2, -6, -1, -1, 0.6%, 7.2
COc1ccc(C(=O)NCCSCc2ccco2)cc1OC
→ 12, 3, 3, 0, -8, -34*, -3, 1.5%, -0.7
COc1cc(OC)cc(C(=O)Nc2ccccc2N2CCOCC2)c1
→ 1, 20, 7, 1, -1, -16, -5, 2.8%, -0.1
COc1ccc(CC(=O)c2c(O)cc(O)cc2O)cc1OC
→ -21, 9, 0, 19, -10, -21, -8, -0.8%, 1.0
CC(C(=O)NCc1ccc(Cl)cc1)n1cccc1C(=O)c1ccccc1 (configuration not stated)
→ -5, -7, 14, -1, 7, 14, 4, -0.4%, -0.5
CSc1ccc(/C=C(/NC(=O)c2ccccc2)C(=O)NCCCn2ccnc2)cc1
→ -2, -4, 2, -6, -5, -7, 5, -2.0%, -0.2
COc1ccccc1NC(=O)CCCOc1cc(=O)n(C)c2ccccc12
→ -5, -1, 0, ., -1, -6, 25, 0.7%, 0.0
CCN1C(=O)[C@H]2[C@@H](c3ccc(C)cc3)N3C(=O)N(c4ccccc4)C(=O)[C@@]3(Cc3ccccc3)[C@H]2C1=O
→ ., 3, 3, ., 7, 4, -2, -0.1%, .
CC(NC(=O)Cn1cc(C(F)(F)F)ccc1=O)c1ccc(F)cc1 (configuration not stated)
→ 10, 1, 1, -3, -3, -10, 4, -1.5%, -0.2
O=C(COC(=O)C1CCN(c2ccc(C(F)(F)F)cn2)CC1)c1ccccc1Cl
→ 15, -8, 19, 1, -5, -9, -8, -0.1%, 0.4
COc1ccc(C)cc1NC(=O)CCCN1C(=O)CN(C)C1=O
→ -10, -3, 0, -37, -9, -10, 3, -2.1%, 0.2
CC1CCCC(NC2CCCCNC2=O)C1 (configuration not stated)
→ 21, -1, 3, 8, -2, -2, -2, 0.7%, -0.5
CC(Cc1ccco1)NC(=O)c1cccc(S(=O)(=O)N(C)C)c1 (configuration not stated)
→ -9, 6, 2, 9, 2, 6, -2, -0.3%, -0.4
CCOc1ccc(CCNC(=O)c2cccc(S(=O)(=O)N3CCOCC3)c2)cc1OCC
→ 4, 3, 2, -19, -7, 8, 6, 0.3%, 0.0
O=C(C1CC1(c1ccccc1)c1ccccc1)N1CCOCC1 (configuration not stated)
→ 15, 0, 3, 5, -3, -22, -3, 1.4%, 0.0
COCCCNC(=S)NNC(=O)c1ccccc1Br
→ 2, 1, 0, 3, 0, -1, -2, 5.1%, -0.2
